Screening results (PubChem BioAssay)
MC4R barr agon: MC4R agonists recruiting beta-arrestin, primary screen, cell-based, luminescence, agonist arm of biased-ligand search | Melanocortin receptor 4 (Homo sapiens), P32245 | U2OS MC4R beta-arrestin complementation; percent of melanotan II response, DMSO zero | activation, % at 8.9 µM | 0.98% of 360,000 active | AID 540308, 2011;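 active = activation above a per-plate cutoff, the mean activation of sample wells on that plate plus 3 SD, cut at about 8% in these data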
Target sequence (P32245 whole entry, looked up): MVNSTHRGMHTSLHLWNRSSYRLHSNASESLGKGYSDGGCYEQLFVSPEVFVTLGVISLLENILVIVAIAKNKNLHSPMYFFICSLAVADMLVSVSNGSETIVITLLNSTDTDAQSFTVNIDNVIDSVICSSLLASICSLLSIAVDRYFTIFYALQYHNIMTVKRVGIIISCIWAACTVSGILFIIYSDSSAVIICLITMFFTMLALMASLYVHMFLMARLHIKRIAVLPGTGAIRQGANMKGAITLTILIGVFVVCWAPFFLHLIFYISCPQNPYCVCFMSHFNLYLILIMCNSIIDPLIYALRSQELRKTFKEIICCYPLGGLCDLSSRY
PDI turbidity: inhibitors of human PDI, primary screen, biochemical, turbidity, single point, plate reader; Protein disulfide-isomerase (Homo sapiens), P07237; PDI insulin aggregation turbidity, A650, 90 min; inhibition, % at 10 µM; 0.052% of 350,000 active;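 active = mean inhibition across replicates of 30% or more, whatever share of single replicates reach that level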;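 note: absorbance from insulin aggregation driven by PDI reduction with DTT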
Target sequence (P07237 whole entry, looked up): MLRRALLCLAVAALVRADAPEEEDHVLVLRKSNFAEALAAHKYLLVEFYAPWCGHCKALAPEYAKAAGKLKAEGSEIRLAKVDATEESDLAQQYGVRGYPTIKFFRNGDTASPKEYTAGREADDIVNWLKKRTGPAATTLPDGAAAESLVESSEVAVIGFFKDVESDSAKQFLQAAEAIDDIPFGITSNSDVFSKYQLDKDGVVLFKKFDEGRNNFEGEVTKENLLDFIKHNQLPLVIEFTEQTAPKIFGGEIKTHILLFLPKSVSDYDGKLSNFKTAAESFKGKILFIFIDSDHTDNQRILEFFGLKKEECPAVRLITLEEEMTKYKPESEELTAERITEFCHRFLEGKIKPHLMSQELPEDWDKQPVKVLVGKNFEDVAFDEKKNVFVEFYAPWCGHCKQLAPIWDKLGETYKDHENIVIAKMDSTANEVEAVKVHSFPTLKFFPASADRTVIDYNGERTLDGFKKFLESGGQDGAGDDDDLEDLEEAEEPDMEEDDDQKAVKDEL
m5-HT2A agonist: mouse Htr2a agonists via beta-arrestin recruitment, primary screen, cell-based, luminescence; 5-hydroxytryptamine receptor 2A (Mus musculus), P35363; CHO-K1 mHTR2A beta-arrestin complementation; percent of 30 µM serotonin response; activation, % at 7.6 µM; 0.66% of 360,000 active;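 active = activation above a run cutoff, the mean activation of all tested compounds plus 3 SD, cut at about 14% in these data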;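 note: 0% = plate median of compound wells and 100% = 30 µM serotonin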
ABCB6 inh 2: ABCB6 transporter inhibitors, primary screen, K562-ABCB6 cells, flow cytometry, MLPCN library; fluorescence ratio to DMSO, % at 10 µM; K562-ABCB6 porphyrin accumulation, 1 h; hits give low values; 0.19% of 360,000 active; ATP-binding cassette sub-family B member 6 (Homo sapiens), Q9NP58;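 active = fluorescence ratio to DMSO below 75%, the collection mean minus 3 SD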;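 note: signal is porphyrin accumulated inside mitochondria; 100% equals median channel fluorescence of DMSO control wells; lower ratio means ABCB6 inhibition with less porphyrin fluorescence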
Vif inh: HIV Vif self-association inhibitors, primary screen, imaging, HEK293T, single point | HEK293T cells, Vif self-association by quenched fluorescence, 24 h | inhibition, % at 7.49 µM | 0.35% of 340,000 active; in the data active = inhibition above about 50%, passing the limit was not always enough; note: some results filed as inactive read as strong as hits
Cardio protect: cardioprotection against H2O2-induced cell death, primary screen, uHTS, H9c2 cells, ATPLite luminescence; protection from H2O2 cell death, % at 20 µM; 0.63% of 360,000 active; H9c2 cardiomyocytes, H2O2 injury protection, 2 h; AID 588492, 2011;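 active = compounds giving at least 50% protection of heart cells from peroxide-induced death in the single-dose screen, raw or plate-pattern-corrected value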;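 note: 0% = DMSO wells with peroxide and 100% = DMSO wells without peroxide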
N-glyco inh: increase of ERlucT glycosylation luciferase signal, primary screen, N-linked glycosylation inhibitor project, D54 ERlucT cells, luminescence, set 2 | D54 ERlucT glycosylation luciferase reporter, 24 h; percent of 100 nM tunicamycin response | reporter increase, % at 12.5 µM | 0.23% of 360,000 active | AID 588692, 2011;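 active = mean luciferase reporter signal, scaled so untreated is 0 and the glycosylation-blocking control 100, at or above a set limit in every replicate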;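 note: luciferase carries N-glycosylation sites so blocking glycosylation raises the light; 0% = median of neutral control wells and 100% = median of 100 nM tunicamycin wells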
aDG glyco act: activators of alpha-DG glycosylation, primary screen, uHTS, Pro5-aDG cells, AlphaScreen; alpha-DG glycosylation AlphaScreen (IIH6); 0% Pro5, 100% B10-LARGE cell signal; activation, % at 10 µM; 0.22% of 360,000 active;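 active = activation of at least 8% versus controls, or a plate z-score of at least 8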;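 note: Pro5 are CHO cells carrying HIG-tagged alpha-DG that lacks glycosylation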
CaV13 FRET inh: Disruptors of the CACNA1D IQ motif to Ca2+-dependent inactivation inhibitor domain association, primary screening, Förster resonance energy transfer in intact living …. 0.098% of 340,000 active. HEK cells, CFP/YFP FRET ICDI-IQ, plate reader, 10 min; percent FRET-ratio fall versus neutral wells. inhibition, % at 12.3 µM;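 active = mean replicate inhibition of at least 30% and at least 1% of replicates passing that level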;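 note: 0% = median of the neutral control wells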
MC4R antagonist: MC4R antagonists of cAMP signaling, primary screen, cell-based, TR-FRET, antagonist arm of biased-ligand search. Melanocortin receptor 4 (Homo sapiens), P32245. 0.48% of 360,000 active. inhibition, % at 6.5 µM. MC4R-expressing cells, MTII-stimulated cAMP, LANCE TR-FRET. AID 540295, 2011;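 active = inhibition above its plate's cutoff, the mean of tested wells on that plate plus 3 SD, cut at about 29% in these data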;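 note: 0% = Melanotan II alone and 100% = Melanotan II plus saturating MCL0020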
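System: U2OS cells stably expressing human melanocortin 4 receptor (MC4R). Reagent: Melanotan II challenge after compound preincubation. Doses: 6.5 µM. Times: 30-min compound, 1-h challenge, 1-h detection, room temperature. Measured by: TR-FRET with Eu-cAMP and labeled anti-cAMP, 671 nm. Replicates: singlicate.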
* = called active by the depositor; x = no result given.

SMILES	MC4R barr agon	PDI turbidity	m5-HT2A agonist	ABCB6 inh 2	Vif inh	Cardio protect	N-glyco inh	aDG glyco act	CaV13 FRET inh	MC4R antagonist
CC1CN(C(=O)c2cc3cc(F)ccc3[nH]2)CC(C)O1 (stereo not drawn)	0.3	0	-4	100	-1	-4	6	-0.1	-2	4
CC(=O)Nc1cccc(N2C(=O)CC(Cc3ccccc3)C2=O)c1 (stereo not drawn)	-1.8	4	-2	107	-1	5	1	-0.5	-5	3
Cc1ccc(/C=C/C(=O)Nc2ccc(O)c3c(=O)cc(-c4ccccc4Cl)oc23)cc1	-0.4	-3	5	98	-5	-3	-1	0.1	-11	3
Cc1ccc(CC(=O)NNC(=O)c2ccncc2)cc1C	-2.4	1	-4	91	-1	3	2	-0.3	-2	5
COc1cccc(-c2cnc3c(NC=O)cc(-c4cc(OC)c(OC)c(OC)c4)cn23)c1	29*	-10	4	94	x	71*	3	-0.1	-5	-36
Cc1cc(C)nc(NC2=NCC(=O)N2c2ccccc2Br)n1	-2.0	-20	3	96	x	8	2	-0.1	-6	0
O=C(COC(=O)COc1ccc(Br)cc1)NCc1ccccc1	-1.4	-1	3	99	-5	-1	-1	-0.2	-2	10
C=CCn1c2c(c3ccccc31)CCC2	x	x	5	98	0	3	2	0.3	-4	x
CCOC(=O)c1c(C)n(C)c2ccc(OCC(O)CN3C(=O)c4ccccc4S3(=O)=O)cc12 (stereo not drawn)	3.0	-5	1	35*	2	33	4	-0.4	-8	-6
CC(=O)N1c2ccc(S(=O)(=O)NCC3CCC(C(=O)NCc4ccc(C)o4)CC3)cc2CC1C (stereo not drawn)	-1.0	-5	-3	95	8	-4	-2	0.1	-5	5
COc1ccc(CCN(C)Cc2c(O)ccc3ccccc23)cc1OC	-1.8	-2	-5	95	5	-8	-1	0.4	-3	2
CCOC(=O)C1(Cc2ccc(Cl)cc2)CCN(C(=O)c2sc(C)nc2C)CC1	0.9	14	-2	96	5	-13	0	2.3	-5	4
O=[N+]([O-])c1ccc(Cl)c(NC2=NCCCCC2)c1	-2.2	-11	0	97	4	-2	0	-0.1	-3	2
Cc1oc(-c2cccc(Cl)c2)nc1CN1CCCC(C(=O)NCCCN2CCOCC2)C1 (stereo not drawn)	-0.2	-8	3	96	-9	-1	-1	-0.1	-4	-1
Cc1ccc(C(=O)Cn2cccn2)cc1	-2.6	-1	0	107	14	-2	0	-0.1	-5	-2
COc1ccc(OC)c(-c2csc(NC(=O)c3ccc4c(c3)OCO4)n2)c1	-1.1	13	-2	93	-3	5	-2	1.0	-6	-5
O=C(COc1ccc(Cc2ccccc2)cc1)c1ccc(F)cc1	-1.6	-3	-4	96	-4	-9	-3	0.1	-2	1
COc1ccc(S(=O)(=O)N2CCC(C(=O)N[C@H](C(=O)NCc3ccccc3)C(C)C)CC2)cc1	1.1	-1	3	100	2	-4	0	-0.2	-5	7
Cc1cc(C)n(CC(=O)NNC(=O)CCCOc2ccc(Cl)cc2C)n1	0.0	-4	-3	99	-10	0	4	0.0	-3	5
CCc1cc2c(SCC#N)ncnc2s1	-0.7	-5	-3	107	-7	8	-1	-0.3	-6	-11
COc1ccc2c(c1OC)C(=O)N(c1ncn[nH]1)C2	-0.8	-23	2	89	4	0	0	1.2	0	9
COc1ccc(S(=O)(=O)N2CCCC2CNC(=O)C(=O)NCc2ccccc2)cc1 (stereo not drawn)	-2.3	3	3	96	-5	-1	-3	0.4	-6	3
Cc1ccc2nc(N(CCCN(C)C)C(=O)c3ccc4c(c3)CCCC4)sc2c1	5.0	7	-7	87	-2	-9	-9	1.9	-3	8
COc1ccccc1-n1nnnc1SCC(=O)NCC1(N2CCCCC2)CCCCC1	1.2	6	0	93	7	-5	0	1.8	-6	2
Cn1cc(Br)c(C(=O)Nc2ncc(Br)s2)n1	0.6	1	4	101	x	-4	-2	-0.5	-2	8
CN(C)CCCn1c(=O)n(CCc2ccccc2)c(=O)c2c3c(sc21)CCCCC3	0.6	1	-12	99	10	9	-4	-0.4	-5	10
COC(=O)c1ccc(NC(=O)CN2C(=O)CCC2=O)cc1	0.9	3	-1	96	-5	-2	1	0.2	-4	6
O=S(=O)(Cc1ccccc1)N1CCN(c2ncccn2)CC1	-0.3	-5	-10	97	10	-6	1	0.2	-3	10
Cc1ccc(S(=O)(=O)N2CCC(C(=O)OCc3c(C)noc3C)CC2)cc1C	-2.4	-13	1	94	-8	-14	1	-0.1	-6	-1
CCCC(=O)Nc1nc2ccc(C(=O)OCC)cc2s1	0.9	1	-3	103	5	-12	-3	0.2	-6	3
CC(=O)Nc1ccc(S(=O)(=O)Nc2ccn(Cc3ccccc3Cl)n2)cc1	-1.8	10	-6	95	1	-4	5	0.0	x	5
O=C(Nc1ccccc1C(=O)N1CCCC1)C1COc2ccccc2O1 (stereo not drawn)	-1.8	-1	4	99	-3	2	1	-0.1	-21	9
Cn1ccnc1C(=O)c1ccc(S(=O)(=O)N2CCCC2)cc1	-1.2	-3	-1	98	-4	5	-1	-0.2	-6	6
CCOC(=O)Cn1c(=O)oc2cc(S(=O)(=O)N3CCN(C(=O)c4ccco4)CC3)ccc21	-0.5	-9	0	99	8	-4	3	-0.2	-4	9
O=S(=O)([N-]c1nc2ccccc2nc1-[n+]1ccccc1)c1ccc(Cl)cc1	2.2	-4	3	96	18	25	-2	-0.4	x	14
c1ccc(CCc2nn3c(Cc4ccccc4)nnc3s2)cc1	1.4	2	-5	102	-9	5	-2	0.0	-8	-8
CCCc1cc(=O)[nH]c(Nc2ccc(OC)c(Cl)c2)n1	2.6	4	-4	100	-2	-6	-1	0.4	-3	-6
Cc1cc(C)nc(NS(=O)(=O)c2ccc(NS(=O)(=O)c3ccccc3)cc2)n1	1.1	10	4	95	x	0	1	0.2	-7	3
COC(=O)c1ccc(CNC(=O)COC(=O)C2CCC(C(C)(C)C)CC2)cc1 (stereo not drawn)	-1.0	-1	1	92	0	-7	2	0.3	-3	5
COc1ccc(C2CC(=O)c3cnc(N4CCN(Cc5ccccc5)CC4)nc3C2)cc1 (stereo not drawn)	1.0	-5	-2	97	-5	0	-7	0.4	-6	-1
OC(c1ccccn1)c1c[nH]c2ccccc12 (stereo not drawn)	2.5	-1	3	103	-5	-10	2	-0.1	x	5
CC(=O)c1sc(NC(=O)COc2ccc(C)c(C)c2)nc1C	3.2	-2	1	100	2	-12	1	0.0	-5	-3
COc1cc(-c2cc(NC(C)=O)c3ncc(-c4cc(OC)c(OC)c(OC)c4)n3c2)cc(OC)c1OC	9.6*	15	3	88	2	66*	19	-0.6	-5	-33
CC1C(=O)N(Cc2ccc([N+](=O)[O-])cc2)c2ccccc2N1C(=O)c1c(F)cccc1F (stereo not drawn)	-1.5	8	8	94	-3	-5	-4	-0.1	-3	-3
Cc1c(C)c2c(OCC(=O)Nc3ccc(CCO)cc3)cc3c(c2oc1=O)CCC(C)(C)O3	-1.4	x	4	99	-7	18	0	-0.2	x	11
COc1ccc(C(=O)N2CCN(c3ccccc3)CC2)cc1S(=O)(=O)NC1CC1	-3.6	-3	1	97	11	10	2	-0.1	x	-2
CCOC(=O)c1c(NC(=O)CN2CCN(C)CC2)sc(C(=O)Nc2ccccc2)c1C	4.3	10	-3	108	21	6	-2	2.3	-7	12
O=C(Nc1ccc2nc(N3CCOCC3)sc2c1)c1ccc(F)cc1	-6.0	-5	-4	101	-4	1	3	0.1	-7	11
CCOC(=O)c1nn(-c2ccccc2Cl)c(=O)cc1OCC(=O)Nc1cccc(OC)c1	1.6	-5	0	96	-12	-4	-2	0.1	-4	13
Clc1ccc(Cl)c(OCCCCN2CCNCC2)c1	0.1	4	-2	103	-5	8	0	0.6	-13	-7
COc1ccc(S(=O)(=O)N2CCN=C2SCc2cccnc2)cc1	-0.4	9	2	104	1	1	-3	1.5	-6	3
COc1ccccc1C(=O)COC(=O)C1CCN(S(=O)(=O)c2ccc(C)c(C)c2)CC1	-1.1	12	4	93	-10	-10	1	0.1	-7	11
Cc1ccccc1OS(=O)(=O)c1cn(C)c(=O)n(C)c1=O	-1.5	1	3	100	7	10	-1	0.0	-6	8
O=C(NCCCN1CCCC1=O)c1cn(-c2ccccc2)nc1-c1ccccc1	-1.0	4	9	96	5	-6	1	0.2	-11	3
C=CCN=Cc1c(C)[nH]n(-c2ccccc2)c1=O	-1.7	-12	-2	96	x	-1	1	0.0	1	-1
C=CCOc1ccc(C=Nc2cccc(Cl)c2)c(O)c1	0.8	4	4	99	-1	28	0	-0.1	-3	11
Cn1cccc1C(=O)NNC(=O)COc1ccc(Br)cc1	-1.1	-10	1	98	2	-1	-1	-0.3	-6	9
CC1(C)C2CCC(C2)C1(C)NC(=O)CN1CCOCC1 (stereo not drawn)	-0.1	0	-3	94	x	-3	0	-0.2	-2	-1
Cc1ccc(C(=O)OCC(=O)Nc2ncc(Cl)cc2Cl)cc1NC(=O)c1ccco1	-1.5	1	-6	94	-4	3	2	-0.1	-6	3
O=C(CSc1ncnc2nc[nH]c12)c1ccc2ccccc2c1	0.0	-6	-2	100	-10	-10	-2	0.8	x	3
(further entries)
SMILES	MC4R barr agon	PDI turbidity	m5-HT2A agonist	ABCB6 inh 2	Vif inh	Cardio protect	N-glyco inh	aDG glyco act	CaV13 FRET inh	MC4R antagonist
COCCOC(=O)c1c(C)oc2ccc(OC(=O)c3ccco3)cc12	-4.1	11	4	93	-2	-2	2	-0.1	-4	-5
CCOC(=O)c1c(C)n(C)c2ccc(OCC(O)CNC(CC)CO)cc12 (stereo not drawn)	-1.8	1	-4	99	-4	13	2	1.1	x	1
CCOC(=O)C1CCN(c2ccc(C(=O)O)cc2[N+](=O)[O-])CC1	-0.1	-4	1	97	-2	6	2	0.1	-13	9
CC(=O)Nc1cccc(-c2ccnc3c2CC(C(=O)NCc2cccc(Cl)c2)O3)c1 (stereo not drawn)	-2.3	1	-9	99	-11	-1	19	0.2	45*	-13
CCC1(c2ccccc2)NC(=O)N(CC(=O)Nc2ccccc2C(=O)NC2CCCC2)C1=O (stereo not drawn)	-1.6	0	7	89	x	-4	-2	0.1	-4	3

Record cards, as listed above. Values in the order: MC4R barr agon, PDI turbidity, m5-HT2A agonist, ABCB6 inh 2, Vif inh, Cardio protect, N-glyco inh, aDG glyco act, CaV13 FRET inh, MC4R antagonist
CCC1(c2ccccc2)NC(=O)N(CC(=O)Nc2ccccc2C(=O)NC2CCCC2)C1=O (stereo not drawn) as listed: -1.6, 0, 7, 89, x, -4, -2, 0.1, -4, 3
Clc1ccc(Cl)c(OCCCCN2CCNCC2)c1 as listed: 0.1, 4, -2, 103, -5, 8, 0, 0.6, -13, -7
